p-CIP stab down = p/CIP-EGFP fusion destabilizers, primary screen, fluorescence, F442A cells. Q05BA5. 16 h. decrease of EGFP signal, % at 10 µM. hit rate 0.01% among 290,000;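 active = EGFP signal decrease of at least 30% at 10 µM or well 3 SD below plate mean, unless failing retest; inactive = the rest, including hits failing retest or dose response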; note: some compounds called inactive have numbers as strong as hits; many of its hits are not listed in these tables
CRFR2-BP antag = antagonists of CRF-BP/CRF-R2 complex, primary screen, cell-based, HEK293, calcium dye fluorescence, uHTS | hit rate 0.59% among 350,000 | CRF-induced calcium fluorescence | inhibition, % at 11.8 µM;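 active = inhibition of the ligand-induced calcium signal above about 50% at the single tested concentration, limit read from the data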
IDE act = human IDE activators in live cells, primary screen, fluorescence polarization, HEK cells, FAbeta-B substrate. FAbeta-B cleavage; 0% vehicle, 100% cell-free pure enzyme wells. activation, % at 5.96 µM. hit rate 0.073% among 340,000. AID 493087, 2011;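 active = activation above the mean of all tested compounds plus 3 SD, set per screening campaign, cut at about 17% in these data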
IDE cell inh = human IDE inhibitors in live cells, primary screen, fluorescence polarization, HEK cells, FAbetaB substrate | FAbetaB cleavage | inhibition, % at 5.59 µM | hit rate 0.41% among 320,000;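 active = percent inhibition above the average of all tested compounds plus 3 SD, set per screening campaign, cut at about 16% in these data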;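 note: IDE supplied by intact live HEK cells; FP after avidin binding of uncleaved biotin substrate so inhibition keeps polarization high; 0% = DMSO wells and 100% = 60 µM reference IDE inhibitor Ii1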
CRFBP-R2 agonist = agonists of CRF-BP/CRF-R2 complex, primary screen, cell-based, HEK293, calcium dye fluorescence, uHTS | CRF-binding protein / CRF receptor 2 complex (human) | calcium dye fluorescence (FLIPR); percent of saturating CRF peptide response | activation, % at 13.2 µM | hit rate 0.46% among 350,000 | AID 588473, 2011;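 active = activation of at least 50%, plus an integration ratio under a set limit after plate pattern correction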;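 note: plate controls were neutral control wells without compound for no effect and CRF at EC100 for full effect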
MEKK3 PB1 HTS = modulators of MEKK3-MEK5 PB1 binding, primary screen, biochemical, wildtype MEKK3, multiplex bead flow cytometry, Alexa488-MEK5; Mitogen-activated protein kinase kinase kinase 3 (Homo sapiens), Q99759; bead-based flow cytometry, Alexa488-MEK5 binding to MEKK3; actives lie on both sides; 0 = blocked by unlabeled MEK5, 100 = vehicle; binding response (% of control), % at 10 µM; hit rate 1.4% among 290,000;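 active = binding response more than 3 SD above or below the average of its plate-row segment, actives on both sides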;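 note: Alexa488 bead fluorescence after subtracting the streptavidin-only scavenger bead signal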
M4 PAM = human M4 muscarinic receptor positive allosteric modulators, primary screen, CHO-K1 cells, Fluo-8 calcium fluorescence; Muscarinic acetylcholine receptor M4 (Homo sapiens), P08173; CHO-K1 hM4/Gqi5, ACh EC20; 0% = ACh EC20, 100% = maximal ACh; activation, % at 3 µM; hit rate 0.4% among 360,000;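 active = activation above its plate's cutoff, the mean activation of sample wells plus 3 SD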; note: some results filed as inactive read as strong as hits
Target sequence (P08173 whole entry, looked up): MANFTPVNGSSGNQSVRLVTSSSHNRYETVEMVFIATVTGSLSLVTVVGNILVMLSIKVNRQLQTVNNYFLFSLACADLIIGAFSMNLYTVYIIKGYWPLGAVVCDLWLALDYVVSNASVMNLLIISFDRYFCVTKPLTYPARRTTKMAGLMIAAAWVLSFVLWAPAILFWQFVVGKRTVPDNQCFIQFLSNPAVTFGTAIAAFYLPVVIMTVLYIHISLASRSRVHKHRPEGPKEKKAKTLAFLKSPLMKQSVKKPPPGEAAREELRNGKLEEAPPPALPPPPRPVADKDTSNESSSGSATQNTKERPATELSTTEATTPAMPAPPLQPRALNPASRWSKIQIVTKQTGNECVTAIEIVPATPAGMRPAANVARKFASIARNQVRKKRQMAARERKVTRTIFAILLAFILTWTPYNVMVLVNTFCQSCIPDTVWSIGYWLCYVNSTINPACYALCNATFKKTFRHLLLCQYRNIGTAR
PHOSPHO1 inh = PubChem AID 1565. Phosphoethanolamine/phosphocholine phosphatase (Homo sapiens), Q8TCT1. recombinant PHOSPHO1, absorbance phosphatase assay. inhibition, % at 13.3 µM. hit rate 1.1% among 290,000; in the data active = inhibition above about 60%
Target sequence (Q8TCT1 whole entry, looked up): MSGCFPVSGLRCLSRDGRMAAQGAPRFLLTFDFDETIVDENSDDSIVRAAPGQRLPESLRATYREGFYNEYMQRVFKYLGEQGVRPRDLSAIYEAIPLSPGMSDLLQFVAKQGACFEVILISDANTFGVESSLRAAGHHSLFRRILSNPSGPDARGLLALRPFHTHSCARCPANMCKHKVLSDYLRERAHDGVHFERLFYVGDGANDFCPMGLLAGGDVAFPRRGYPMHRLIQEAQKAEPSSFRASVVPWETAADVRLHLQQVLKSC
GalR3 antagonist = GalR3 antagonists in HEK293 cells, primary screen, cell-based, fluorescence readout | Galanin receptor type 3 (Homo sapiens), O60755 | AID 651719, 2012 | inhibition, % at 3 µM | hit rate 0.44% among 360,000 | HEK293 GalR3-CNG cAMP membrane potential fluorescence; galR3 body fused to GalR1 C-terminus;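 active = inhibition above the screen-wide average plus 3 SD, cut at about 13% in these data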;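 note: forskolin and galanin both at EC90 stimulate the cells; cAMP rise reported by CNG channel membrane potential dye signal; 0% = forskolin plus galanin with DMSO and 100% = forskolin alone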
Target sequence (O60755 1-299 limits assumed): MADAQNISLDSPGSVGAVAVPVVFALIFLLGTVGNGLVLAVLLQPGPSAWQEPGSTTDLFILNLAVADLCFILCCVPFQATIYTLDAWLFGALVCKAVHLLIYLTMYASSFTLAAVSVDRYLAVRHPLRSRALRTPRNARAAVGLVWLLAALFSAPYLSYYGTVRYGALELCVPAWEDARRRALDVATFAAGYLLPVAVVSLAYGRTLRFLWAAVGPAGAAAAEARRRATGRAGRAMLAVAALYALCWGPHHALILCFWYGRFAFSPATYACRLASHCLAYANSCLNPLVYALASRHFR
Active calls of the source: *; nt = not tested or not shown.

p-CIP stab down	CRFR2-BP antag	IDE act	IDE cell inh	CRFBP-R2 agonist	MEKK3 PB1 HTS	M4 PAM	PHOSPHO1 inh	GalR3 antagonist	SMILES
-20	10	14	0	-2.4	101	-4	-7	-2	O=C(NCC1CCCO1)c1ccc2c(c1)C(=O)N(C1CCCCC1)C2=O (centres undefined)
1	16	-5	1	-2.9	91	3	-11	-5	COCc1cc(C(C)=O)ccc1OC
nt	-14	6	2	0.4	nt	-1	nt	-4	Cc1cc(C)c(NC(=O)COC(=O)c2ccncc2)c(C)c1
-7	-20	4	1	0.5	105	6	-1	nt	Cn1c(=O)c2c(ncn2CC(O)CO)n(C)c1=O (centres undefined)
16	15	-3	2	-0.8	99	-2	62*	-7	Cc1ccc(NC(=O)Cn2c(=S)[nH]c3ccccc32)cc1
nt	6	-3	nt	-0.2	nt	2	nt	-5	COc1ccc(Cl)cc1NC(=O)COC(=O)CCNS(=O)(=O)c1cccs1
2	13	8	-3	-2.2	105	6	14	-4	COc1ccc(C(C#N)N2N=C(C)CC2(C)C)cc1 (centres undefined)
-3	11	-2	-5	-1.1	103	6	7	3	COc1ccc(C(C)C)cc1S(=O)(=O)Nc1ncn[nH]1
-1	3	6	-3	-2.1	103	10	24	-1	Cc1ccc(-c2nnc(CCC(=O)NCc3csc(C)n3)o2)s1
-1	2	0	1	1.2	107	3	-1	-9	COc1cc(C2NC(=O)CCC2[N+](=O)[O-])cc(Br)c1OC (centres undefined)
-13	11	-3	4	0.3	91	10	5	0	Cc1ccc(NC(=O)NC2CCN(CC(=O)Nc3nccs3)CC2)cc1
-4	8	2	1	0.2	94	-13	27	-4	Cn1c(SCC(=O)NNC(=O)Nc2ccccc2)nnc1-c1ccccc1
-8	-8	5	1	0.5	103	-4	0	-2	Cc1c(NC(=O)c2cc3ccccc3c(=O)s2)c(=O)n(-c2ccccc2)n1C
0	0	6	-3	-1.0	94	8	-2	-3	O=C(O)CCCC(=O)NNc1ncnc2ccccc12
-11	-6	1	4	1.0	101	4	5	-3	CC(C)OC(=O)CC(=O)CSc1nc2c(cc1C#N)CCCC2
-8	13	1	10	0.6	96	-3	37	-4	C/C(=N\NC(=O)c1ccccc1C)c1cccc([N+](=O)[O-])c1
-5	-22	2	2	45	96	-3	-9	2	CCCCCCc1cc2cc(S(=O)(=O)c3ccc(C)cc3)c(=O)oc2cc1O
4	-14	0	-1	1.8	105	16	-14	2	NC(=O)c1ccccc1NC(=O)CCCN1C(=O)CCC1=O
-10	-9	-4	1	-0.6	108	-6	28	-2	O=C(NCc1ccco1)c1nc2c(nnn2Cc2cccc(Cl)c2)c(=O)[nH]1
-5	8	-3	11	-1.5	91	5	8	-7	O=C(O)/C(=C\c1ccc(Br)cc1)c1ccc(S(=O)(=O)N2CCCCC2)s1
nt	1	2	0	1.1	nt	-7	nt	-5	Cc1c(C(=O)N(Cc2nnc(-c3ccccc3Cl)o2)C2CC2)oc2ccccc12
-18	3	0	1	0.0	100	-9	39	-5	COc1ccc(F)cc1C(=O)C1CCCN(C(=O)c2cccc(N(C)C)c2)C1 (centres undefined)
0	-3	-1	0	-0.2	102	-3	28	-6	CC(C(=O)Nc1ccccc1)N(C)Cc1cccs1 (centres undefined)
-4	25	6	3	-9.5	98	5	25	nt	Cc1ccc(CNC(=O)Cn2ncn3cccc3c2=O)cc1
nt	-3	nt	nt	0.7	nt	2	nt	0	COCCCN1C(=O)C(CC(=O)NCc2ccco2)CC(C(=O)N(C)C)=C1C (centres undefined)
-8	28	6	-4	0.1	99	-9	-14	-4	COc1ccc(C)cc1N(CC(=O)Nc1cccc(N(C)S(C)(=O)=O)c1)S(C)(=O)=O
nt	-5	7	1	-2.0	105	-6	nt	-3	Nc1nc2c(nc(Br)n2[C@@H]2O[C@@H]3COP(=O)(O)O[C@H]3[C@H]2O)c(=O)[nH]1
-13	87*	-2	2	-7.4	102	14	27	nt	Nc1nn2c(C(F)(F)F)cc(=O)[nH]c2c1N=Nc1cccc(F)c1
-7	10	5	0	-0.6	100	1	10	-9	C=CCN(CC=C)Cc1cc(=O)n2c(-c3ccccc3)csc2n1
-12	-3	6	0	1.3	104	0	33	5	CCCNC(=O)NNC(=O)c1cc(-c2ccc3c(c2)OCO3)nc2ccccc12

Fetched by structure from above:
p-CIP stab down	CRFR2-BP antag	IDE act	IDE cell inh	CRFBP-R2 agonist	MEKK3 PB1 HTS	M4 PAM	PHOSPHO1 inh	GalR3 antagonist	SMILES
4	-14	0	-1	1.8	105	16	-14	2	NC(=O)c1ccccc1NC(=O)CCCN1C(=O)CCC1=O
0	-3	-1	0	-0.2	102	-3	28	-6	CC(C(=O)Nc1ccccc1)N(C)Cc1cccs1 (centres undefined)
-12	-3	6	0	1.3	104	0	33	5	CCCNC(=O)NNC(=O)c1cc(-c2ccc3c(c2)OCO3)nc2ccccc12
nt	-5	7	1	-2.0	105	-6	nt	-3	Nc1nc2c(nc(Br)n2[C@@H]2O[C@@H]3COP(=O)(O)O[C@H]3[C@H]2O)c(=O)[nH]1
nt	-3	nt	nt	0.7	nt	2	nt	0	COCCCN1C(=O)C(CC(=O)NCc2ccco2)CC(C(=O)N(C)C)=C1C (centres undefined)

Next entries:
p-CIP stab down	CRFR2-BP antag	IDE act	IDE cell inh	CRFBP-R2 agonist	MEKK3 PB1 HTS	M4 PAM	PHOSPHO1 inh	GalR3 antagonist	SMILES
nt	-17	4	-4	1.4	nt	9	nt	-3	CC(OC(=O)Cc1ccsc1)C(=O)Nc1ccc(C(N)=O)cc1 (centres undefined)
3	14	6	1	-2.9	nt	11	7	-2	O=C(c1ccco1)N1CCN(C2CCCC2)CC1
-3	-9	2	-1	-1.2	102	-1	-30	3	CCOc1ccc(NC(=O)c2nnn(CC(=O)Nc3ccccc3OC)c2N)cc1
-20	-5	1	-2	-1.3	95	4	50	-3	COc1ccccc1NC(=O)CSc1nnc(COc2ccccc2OC)n1C
-3	nt	nt	1	nt	98	nt	-3	nt	Cc1ccc2nc3nc(NCC4CCCO4)c(C(=O)NC4CCCCC4)cc3c(=O)n2c1 (centres undefined)
11	-32	-2	0	0.8	107	-4	-8	-3	O=C(NC12CC3CC(CC(C3)C1)C2)N1CCN(C2CCCCC2)CC1
-7	12	1	-3	8.8	103	-3	26	-9	Cn1c(=O)c(C(=O)NNC(=O)c2ccccc2Cl)c(O)c2ccccc21
nt	-10	6	nt	-4.8	nt	0	nt	-8	CCOc1ccc(NC(=O)OCCN2CCN(CCc3ccccc3)C(C)C2)cc1 (centres undefined)
nt	-14	6	nt	16	nt	-3	nt	-3	CCN(CC)c1ccc(C=NNc2ccc([N+](=O)[O-])cn2)cc1
4	-1	6	-3	3.9	107	-14	7	-7	COc1cc(SC)ccc1C(=O)NCCOc1c(C)cc(C)cc1C
-16	-30	4	1	-0.7	100	0	25	-3	COc1ccc(S(=O)(=O)N2CCOC2CNC(=O)C(=O)NCC(C)C)cc1OC (centres undefined)
-12	0	1	-2	-1.1	90	7	-20	-6	O=[N+]([O-])c1ccc2nc(-c3ccc(OC(F)F)cc3)cn2c1
5	-7	7	7	-0.6	100	4	-8	-4	C/C(=N\N1CCN(Cc2ccc(Cl)cc2)CC1)c1ccc(F)cc1
0	6	5	7	-2.5	97	1	-3	-11	C/C(=N\NC(=O)C1COc2ccccc2O1)c1cccs1 (centres undefined)
-11	11	nt	7	-4.4	101	nt	15	-3	COc1cccc2oc3cc(C#Cc4ccccn4)ccc3c(=O)c12

Of the compounds above, these contain bromine:
p-CIP stab down	CRFR2-BP antag	IDE act	IDE cell inh	CRFBP-R2 agonist	MEKK3 PB1 HTS	M4 PAM	PHOSPHO1 inh	GalR3 antagonist	SMILES
-1	2	0	1	1.2	107	3	-1	-9	COc1cc(C2NC(=O)CCC2[N+](=O)[O-])cc(Br)c1OC (centres undefined)
-5	8	-3	11	-1.5	91	5	8	-7	O=C(O)/C(=C\c1ccc(Br)cc1)c1ccc(S(=O)(=O)N2CCCCC2)s1
nt	-5	7	1	-2.0	105	-6	nt	-3	Nc1nc2c(nc(Br)n2[C@@H]2O[C@@H]3COP(=O)(O)O[C@H]3[C@H]2O)c(=O)[nH]1

Profiles from above. Screens in order: p-CIP stab down	CRFR2-BP antag	IDE act	IDE cell inh	CRFBP-R2 agonist	MEKK3 PB1 HTS	M4 PAM	PHOSPHO1 inh	GalR3 antagonist
COc1cccc2oc3cc(C#Cc4ccccn4)ccc3c(=O)c12 in the list: -11	11	nt	7	-4.4	101	nt	15	-3
Cn1c(=O)c(C(=O)NNC(=O)c2ccccc2Cl)c(O)c2ccccc21 in the list: -7	12	1	-3	8.8	103	-3	26	-9

New compounds follow:
p-CIP stab down	CRFR2-BP antag	IDE act	IDE cell inh	CRFBP-R2 agonist	MEKK3 PB1 HTS	M4 PAM	PHOSPHO1 inh	GalR3 antagonist	SMILES
-4	-4	3	0	0.3	102	3	-12	1	O=C(Cc1n[nH]c(=O)c2ccccc12)NCc1ccccn1
-6	-4	3	-1	-0.3	88	-21	27	0	O=C1CSC2(N1)C1CC3CC(C1)CC2C3 (centres undefined)
-14	-16	3	-2	3.1	84	8	6	-7	CCN(CC)c1ccc(C=Nc2cc(C)cc(C)c2)c(O)c1
7	-18	-4	1	4.5	66	-2	-14	-1	Cc1cccc(NC(=O)C2CCCN2S(=O)(=O)c2ccc3c(c2)n(C)c(=O)c(=O)n3C)c1 (centres undefined)
-8	-5	nt	0	-0.4	99	-2	37	-2	O=C(CCC(=O)OCC(=O)c1ccc(C(F)(F)F)cc1)OCC(=O)c1ccc(C(F)(F)F)cc1
-11	-17	3	5	-0.2	106	-6	28	-9	Cc1ccc(NS(=O)(=O)c2ccc3c(c2)oc(=O)n3C)cc1C
-10	2	4	-4	-2.9	98	-4	5	-3	COCC(=O)Nc1ccc([N+](=O)[O-])cc1C
-6	5	-2	-1	-0.4	99	2	56	2	CN(CC(=O)Nc1cccnc1Cl)S(=O)(=O)c1ccc(Cl)cc1
-6	-18	7	7	-0.3	101	-2	-31	3	CC(C)C(OC(=O)c1cc2c(s1)CCCCC2)C(=O)NC(N)=O (centres undefined)
nt	12	3	1	-2.7	nt	0	nt	-1	CC[C@@]1(C(=O)OC)N[C@H](CN(C)C(=O)NC(C)C)[C@@H]2C(=O)N(C)C(=O)[C@@H]21
-6	-10	-1	-1	-1.7	101	1	3	-5	C=CCn1c(CCC)nc2ccccc21
-6	8	-2	7	-4.3	95	-2	26	-7	O=C(CCN1C(=O)[C@H]2CC=CC[C@H]2C1=O)NCc1nc(-c2ccc(Cl)cc2)no1
-4	-59	3	-2	-5.5	103	4	-6	-5	O=C(NC1CCCCCC1)c1c(O)c2ccccc2[nH]c1=O
-6	-4	0	2	-1.6	104	7	-2	-3	CCOC(=O)NC(=O)C(=CNc1cccc(C)c1)C(=O)NC(=O)OCC
13	8	0	4	-1.4	95	7	0	-2	CCOc1cccc2cc(C(C)=O)oc12

Entries listed above marked active in PHOSPHO1 inh:
p-CIP stab down	CRFR2-BP antag	IDE act	IDE cell inh	CRFBP-R2 agonist	MEKK3 PB1 HTS	M4 PAM	PHOSPHO1 inh	GalR3 antagonist	SMILES
16	15	-3	2	-0.8	99	-2	62*	-7	Cc1ccc(NC(=O)Cn2c(=S)[nH]c3ccccc32)cc1

Assay outcomes deposited in PubChem by several laboratories.
